# Bioassay records (PubChem BioAssay)
# IDH1 R132H inh – inhibitors of human mutant IDH1 R132H | 0.093% of 390,000 active | IDH1-R132H enzyme, NADPH consumption, diaphorase/resazurin fluorescence | O75874 | Potency, µM (series often up to 76.6 µM), without a hit: at the top dose activity change, negative = inhibition, most hits filed as inhibitors; further: potency means the concentration at half of the fitted maximal effect; on the % scale 0 is the no-effect control and ±100 the full control effect; nearly all actives have a fitted effect of over 65% in size
# Target sequence (O75874 whole entry R132H, stated change not applied): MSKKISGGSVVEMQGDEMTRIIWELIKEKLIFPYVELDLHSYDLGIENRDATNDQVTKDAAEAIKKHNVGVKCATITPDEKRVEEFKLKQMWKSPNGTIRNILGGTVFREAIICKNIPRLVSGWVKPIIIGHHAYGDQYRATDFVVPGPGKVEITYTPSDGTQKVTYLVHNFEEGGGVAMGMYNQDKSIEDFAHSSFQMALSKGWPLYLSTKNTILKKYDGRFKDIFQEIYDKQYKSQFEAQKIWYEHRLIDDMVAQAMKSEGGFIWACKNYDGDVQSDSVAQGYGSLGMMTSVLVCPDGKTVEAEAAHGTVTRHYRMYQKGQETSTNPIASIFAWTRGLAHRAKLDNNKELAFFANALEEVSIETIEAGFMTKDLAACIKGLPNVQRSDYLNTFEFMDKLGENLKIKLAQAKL
#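 IDH1-R132H (0.5 ug/mL dispensed) in pH 7.5 Tris buffer was preincubated 30 min with compound, then given a substrate mix of 0.016 mM NADPH and 2 mM alpha-KG for 80 min at room temperature; remaining NADPH was read by diaphorase/resazurin fluorescence.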
# PI4K2A inh – inhibitors of human PI4K2A; 0.13% of 420,000 active; Q9BTU6; purified PI4K2A, ADP-Glo luminescence, 1 h; active compounds read low; activity change, negative = inhibition, % at 76.9 µM; in the data active means activity change below about -50%; inconclusive means mostly about -30% to -49%;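 further: -100% = wells without enzyme as full effect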
#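 In this quantitative HTS, ADP production by PI4K2A was quantified luminescently after 1 h at ambient temperature; 100 microM adenosine served as plate-quality control.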
# TrxR1 substrate – rat thioredoxin reductase 1 substrate activity | Potency, µM (titrated, usually from 114 µM), for the others: top-dose activity change, negative = substrate turnover | purified TrxR1 substrate turnover, NADPH consumption readout | 0.01% of 390,000 active | AID 588456 | O89049; further: potency means the concentration at half of the fitted maximal effect; on the % scale 0 is the no-effect control and ±100 the full control effect; nearly all actives have a fitted effect of over 50% in size
# Target sequence (O89049 whole entry, looked up): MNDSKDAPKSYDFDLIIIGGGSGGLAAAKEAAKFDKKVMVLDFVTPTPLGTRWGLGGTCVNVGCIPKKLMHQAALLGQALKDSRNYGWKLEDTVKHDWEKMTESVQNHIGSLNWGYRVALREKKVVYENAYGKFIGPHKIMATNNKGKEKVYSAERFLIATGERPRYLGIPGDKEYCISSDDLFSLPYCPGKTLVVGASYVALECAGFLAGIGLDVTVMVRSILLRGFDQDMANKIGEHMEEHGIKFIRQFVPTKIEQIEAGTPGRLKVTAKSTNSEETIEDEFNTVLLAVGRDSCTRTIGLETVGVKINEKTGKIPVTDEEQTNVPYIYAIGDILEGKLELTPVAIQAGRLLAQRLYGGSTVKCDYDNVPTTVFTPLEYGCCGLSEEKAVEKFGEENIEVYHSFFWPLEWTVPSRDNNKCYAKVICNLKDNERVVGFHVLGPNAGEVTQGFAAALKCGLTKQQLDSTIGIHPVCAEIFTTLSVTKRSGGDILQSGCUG
#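 Rat TrxR1, dispensed at 90 nM, was prereduced with 400 uM NADPH (final) for 5 min at ~22 deg C, then incubated with compound 15 min before 400 uM selenite. A first-read NADPH fluorescence drop versus no-compound background flagged substrates.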
# Vif-A3F inh – inhibitors of Vif-A3F interaction; Potency, µM (top dose mostly 46.1 µM), without a hit: at the highest dose activity, negative = active; 0.2% of 390,000 active; HeLa A3F-eYFP + Vif (tagged APOBEC3F with the HIV-1 protein that degrades it), YFP fluorescence increase; further: potency means the concentration at half of the fitted maximal effect; % of control where 0% means no effect; nearly all actives have a fitted effect of over 65% in size
#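 HeLa cells stably expressing A3F-eYFP plus Vif, plated and incubated overnight at 37 deg C, then exposed to compounds overnight at 37 deg C. Blocked degradation read as raised yellow fluorescence (Ex 488/Em 500-530).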
# Vif-A3G inh – inhibitors of Vif-APOBEC3G interaction | Q9HC16 | HeLa A3G-eYFP + Vif (tagged APOBEC3G with the HIV-1 protein that degrades it), YFP fluorescence, overnight | Potency, µM (doses to about 46.1 µM), without a hit: top-dose activity, negative = active, hits mostly inhibitors | 0.076% of 410,000 active | AID 602310;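 further: potency means the concentration at half of the fitted maximal effect; on the % scale 0 is the no-effect control and ±100 the full control effect; nearly all actives have a fitted effect of over 60% in size; hits raise eYFP signal because A3G escapes Vif-driven loss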
#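 HeLa cells stably expressing Vif and C-terminally eYFP-tagged A3G, seeded overnight at 37 deg C, then exposed to compound by pintool overnight at 37 deg C. Rise in yellow fluorescence (Ex 488/Em 500-530, Acumen) marks blocked Vif-driven A3G degradation.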
# Glioma ERSR ind – inducers of ER stress response in human glioma cells | U87-MG GRP78 promoter luciferase reporter, 16 h | Potency, µM, for inactives: at the highest dose activation, hits mostly activators | 0.02% of 420,000 active; further: potency means the concentration at half of the fitted maximal effect; series mostly up to about 76 µM; % of control where 0% means no effect; nearly all actives have a fitted effect of over 35% in size
#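 Stably transfected U87-MG glioma cells carrying a GRP78-based luciferase sensor; 16 h compound incubation. Luminescence end-point read 10 min after Bright-Glo addition at room temperature.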
# RXFP1 agonist – RXFP1 (human) receptor agonism. Q9HBX9. HEK293T-RXFP1 cAMP TR-FRET, 30 min; response scale: percent of porcine relaxin response, buffer zero. Potency, µM (highest dose often 57.5 µM), for inactives: at the highest dose activation, most hits filed as activators. 0.3% of 370,000 active. AID 2676; further: potency means the concentration at half of the fitted maximal effect; on the % scale 0 is the no-effect control and ±100 the full control effect; nearly all actives have a fitted effect of over 60% in size; many of its hits are not listed in these tables
#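 HEK293T cells stably expressing RXFP1 were pretreated with the PDE4 inhibitor Ro 20174, exposed to compounds for 30 min at 37C, lysed, and cAMP was read by TR-FRET. Data normalized to buffer (basal) and 29 nM porcine relaxin (100%).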
# LDHA block – inhibitors of human lactate dehydrogenase A | P00338 | purified LDHA, NADH/diaphorase-resazurin fluorescence; active compounds read low | activity change, % (values are at about 110 or 230 µM) | 0.15% of 480,000 active | AID 1347041; in the data active means activity change below about -30%; inconclusive means mostly about -25% to -30%;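 further: plate controls were DMSO wells for no effect and wells without enzyme for full effect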
#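 Remaining NADH was detected by diaphorase (0.133 mg/mL) converting 37 µM resazurin to fluorescent resorufin, read at 0 and 20 minutes. The preceding 5-minute room-temperature reaction used 2 nM LDHA, 0.2 mM sodium pyruvate and 0.06 mM NADH at pH 7.4.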
# USP1-UAF1 inh – USP1/UAF1 (human) deubiquitinase inhibition | recombinant USP1/UAF1, Ub-Rhodamine cleavage fluorescence | Potency, µM (series often up to 57.1 µM), for the others: at the highest dose activity change, negative = inhibition, most hits filed as inhibitors | 0.23% of 390,000 active | O94782; further: potency means the concentration at half of the fitted maximal effect; on the % scale 0 is the no-effect control and ±100 the full control effect; nearly all actives have a fitted effect of over 60% in size; inactives centre near -12
#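 1 nM enzyme complex + cpd, 15 min RT; start with Ub-Rho 150nM final; kinetic fluorescence ex 480/em 540, 6 reads q60 s. Buffer 50mM HEPES pH 7.8, 0.5mM EDTA, 0.1 mg/ml BSA, 1mM TCEP, 0.01% Tween-20.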
# Active calls of the source: *; ? = inconclusive; . = no result given; & = joins results of further samples; [ ] = another dose, or the depositor's remark. Unless noted, the call rests on the fitted dose curve; in most records, active means well fitted curve in the direction sought with a large enough effect; inconclusive means small, poorly fitted or top-dose-only effect, or another doubt; inactive means no such curve, though single readings can be large; an effect the other way counts as inactive or inconclusive. Not all compounds are listed; rates above refer to the full screens.
SMILES,IDH1 R132H inh,PI4K2A inh,TrxR1 substrate,Vif-A3F inh,Vif-A3G inh,Glioma ERSR ind,RXFP1 agonist,LDHA block,USP1-UAF1 inh
CC(=O)Nc1ccc(-c2ccnc3c2CC(C)(C(=O)NCc2ccncc2)O3)cc1 (stereo not drawn),.,-3,.,.,-1%,-3%,.,-8,.
CCC1(c2ccccc2)NC(=O)N(CC(=O)N(C)CC(=O)Nc2cccc(OC)c2)C1=O (stereo not drawn),0%,5,-6%,-1%,-1%,-4%,-0.3%,-2,2%
Cn1c(=O)c2c(SCc3cccnc3)nc(C3CC3)nc2n(C)c1=O,-7%,1,0%[57.1 µM],-5%,-5%,0%,3.1%,-10,-2%
CCN(CC)S(=O)(=O)c1cccc(-c2nnc(SCc3nc4ccccc4s3)o2)c1,-5%,3,-8%,-6%,-4%,10%,0.5%,-4,-14%
CC1(c2cccc(Br)c2)NC(=O)N(CC(=O)NCCC2=CCCCC2)C1=O (stereo not drawn),1%,1,.,0%,2%,-2%,.,-4,-1%
CC(=O)c1ccc(N2CCN(S(=O)(=O)c3c(C)nc4sc(C)cn4c3=O)CC2)cc1,-13%,-1,-12%,-2%,2%,-4%,20%,-9,-46%
CCOC(=O)c1c(NC(=O)Nc2ccc(Cl)cc2)sc(C)c1C,-10%,-9,22%,-2%,-4%,-3%,2.9%,-9,-20%
CCOC(=O)N1CCN(C(=O)c2ccc(OC)c(S(=O)(=O)N3CCOCC3)c2)CC1,7%,-2,3%,-25%,3%,-2%,-1.4%,-11,1%
COc1ccc(F)c(-c2nc(CN3CCC(c4ccccc4)CC3)c(C)o2)c1,0%,-1,4%,-3%,1%,-3%,1.0%,?,-23%
COc1cccc(NC(=O)Nc2cccc(C(=O)O)c2)c1,3%,-14,4%,-15%,2%,-12%,1.1%,-4,-12%
Cc1c(Cl)cccc1NC(=O)CC(c1ccc(F)cc1)N1Cc2ccccc2C1=O (stereo not drawn),18%,6,3%,-1%,-7%,-3%,1.5%,-7,9%
COC(=O)c1cc(S(=O)(=O)NCCCN2CCCC2=O)cn1C,-12%,-1,-2%,-3%,2%,1%,2.1%,-6,-14%
CCCCN(C(=O)c1nn(C)c(=O)c2ccccc12)c1c(N)n(CCC)c(=O)[nH]c1=O,-11%,0,3%,6%,-3%,-4%,1.7%,-4,-19%
Cc1ccc(C2(C(F)(F)F)NC(=O)N3N=C4CCCCCN4C3=C2C#N)cc1 (stereo not drawn),3%,0,4%[11.4 µM],2%,4%,-5%,1.7%,-3,5%
Cc1ccc2c(c1)Sc1c(ccc3ccccc13)N2,0%,-1,4%,22µM*,?,3%,4.7%,5,-20%
CCN(CC)S(=O)(=O)c1cc([N+](=O)[O-])ccc1NNC(=O)Nc1ccc(F)cc1,-7%,-2,-22%,-13%,2%,-3%,0.5%,0,-9%
C=CCSC1=C(C#N)C(c2cc(Br)c(O)c(OC)c2)CC(=O)N1 (stereo not drawn),4%,6,-1%,-10%,-5%,-1%,-1.4%,9,-25%
O=[N+]([O-])c1ccc(Nc2nc(N3CCOCC3)nc(N3CCOCC3)n2)cc1,4%,0,4%[57.1 µM],-14%,-2%,-5%,.,-2,-6%
CN1C(=O)c2ccccc2N(C)C1c1ccc2c(c1)OCO2 (stereo not drawn),-2%,0,63%[activator][57.1 µM],5%,-7%,0%,3.0%,0,-11%
O=C(Nc1cccc(S(=O)(=O)Nc2ccccc2F)c1)c1ccc2ccccc2n1,8%,-16,-12%,-4%,-8%,-1%,3.4%,-6,-20%

# Overlap with the part before: five entries; new compounds follow.
SMILES,IDH1 R132H inh,PI4K2A inh,TrxR1 substrate,Vif-A3F inh,Vif-A3G inh,Glioma ERSR ind,RXFP1 agonist,LDHA block,USP1-UAF1 inh
CCN(CC)S(=O)(=O)c1cc([N+](=O)[O-])ccc1NNC(=O)Nc1ccc(F)cc1,-7%,-2,-22%,-13%,2%,-3%,0.5%,0,-9%
C=CCSC1=C(C#N)C(c2cc(Br)c(O)c(OC)c2)CC(=O)N1 (stereo not drawn),4%,6,-1%,-10%,-5%,-1%,-1.4%,9,-25%
O=[N+]([O-])c1ccc(Nc2nc(N3CCOCC3)nc(N3CCOCC3)n2)cc1,4%,0,4%[57.1 µM],-14%,-2%,-5%,.,-2,-6%
CN1C(=O)c2ccccc2N(C)C1c1ccc2c(c1)OCO2 (stereo not drawn),-2%,0,63%[activator][57.1 µM],5%,-7%,0%,3.0%,0,-11%
O=C(Nc1cccc(S(=O)(=O)Nc2ccccc2F)c1)c1ccc2ccccc2n1,8%,-16,-12%,-4%,-8%,-1%,3.4%,-6,-20%
CCN(c1ccccc1)S(=O)(=O)c1ccc(OC)c(NC(=O)Cc2ccc(OC)c(OC)c2)c1,9%,-2,3%,7%,8%,-2%,0.1%,-1,-3%
Cc1cc(C)c(C#N)c(Nc2cccc(Br)c2)n1,4%,2,-2%[57.1 µM],8%,1%,-2%,3.9%,-3,-14%
O=C(O)c1ccccc1OCc1nc2ccccc2s1,13%,0,8%,-7%,-1%,1%,1.9%,0,-13%
CN1CCN(C(=O)c2ccccc2NC(=O)c2cccc(Cl)c2)CC1,4%,-2,-6%,0%,0%,-1%,1.2%,-6,-7%
C/C(=N/NS(=O)(=O)c1cc(C)ccc1C)c1c[nH]c2ccccc12,9%,-9,-10%,6%,-3%,-3%,1.5%,-2,-20%
NS(=O)(=O)c1ccc(CNC(=S)NC(=O)c2ccco2)cc1,2%,-2,6%,2%,2%,2%,.,-6,-20%
CCOC(=O)[C@H]1[C@H]2COc3ccc(C)cc3[C@@H]2N2C(=O)[C@@H](C)NC(=O)[C@@]12C,5%,-2,7%[57.1 µM],-3%,-7%,-1%,0.6%,-2,-25%
O=C(CSc1n[nH]c(-c2ccccn2)n1)Nc1cccc(Cl)c1,20%,2,3%,-4%,0%,-1%,-3.7%,-2,-14%
CCC1C(C#N)=C(N)OC2=C1C(=O)CC(C)(C)C2 (stereo not drawn),4%,0,-9%,1%,-4%,-5%,-0.6%,-6,-6%
Cc1cccn2c(=O)c3cc(C(=O)NCC(C)C)sc3nc12,6%&-5%,2&-4,50%[activator][57.1 µM],-1%&-1%,1%&0%,-4%&-1%,12%&14%,-2&2,-20%&-14%
CC(=O)Nc1c(C)nn(-c2ccccc2)c1N1CCC(C(=O)Nc2cccc(C(F)(F)F)c2)CC1,-2%,-4,4%[57.1 µM],0%,-14%,4%,1.2%,-2,7%
O=C(COC(=O)c1cccs1)NCC1CCCCC1,6%,2,12%[57.1 µM],4%,-4%,0%,-0.9%,-7,-21%
Cc1cccc(N(C(=O)Cn2nnc3ccccc32)C(C(=O)NCc2ccco2)c2ccncc2)c1C (stereo not drawn),5%,4,6%[57.1 µM],0%,-4%,-2%,-0.5%,-3,-12%
Cc1cc(NC(=O)CCC(=O)N(c2ccccc2)C(C(=O)NC2CCCCC2)c2cccs2)no1 (stereo not drawn),?,3,6%,-10%,-2%,0%,-4.0%,-4,-9%
CC(=O)N1CCSc2ccc(S(=O)(=O)NCCc3cccc(C)c3)cc21,1%,-1,3%,17%,4%,1%,-2.2%,-1,-20%
CC(=O)c1ccc(NC(=O)CSc2nnc3c(n2)[nH]c2ccccc23)cc1,28%,-1,-14%,-24%,-7%,-1%,29%,-9,-15%
O=c1[nH]c(SCc2ccccc2Cl)nc2c1CCC2,9%,6,3%,0%,6%,-2%,-1.2%,-2,-22%
CC(=O)c1c(C)oc2c1cc(NS(=O)(=O)c1ccc(Br)cc1)c1ccccc12,27%,3,-2%[57.1 µM],-28%,?,-3%,-2.0%,12,-15%
Oc1cccc(Nc2c3ccccc3nc3ccccc23)c1,-9%,2,53%,0%,0%,8%,4.9%,-3,-15%
O=S(=O)(NCCc1cn2ccccc2n1)c1ccc(F)c(C(F)(F)F)c1,12%,4,7%[57.1 µM],1%,-4%,-4%,-0.1%,0,-23%
O=C(Nc1ccccc1)c1ccsc1,3%,1,16%,-2%,2%,0%,1.2%,-1,-17%
COc1ccc(C(=O)OCc2cc3cccc(C)c3[nH]c2=O)cc1,7%,-13,3%,4%,0%,-6%,?,1,-11%
COc1ccccc1/C=N/Nc1nc(C)cc(C)n1,5%,1,5%[57.1 µM],-11%,-4%,-5%,4.0%,-1,-4%
CC(=O)Nc1nc(NC(=O)/C=C/c2ccccc2)n(-c2ccccc2)n1,0%,1,-9%,-2%,2%,2%,3.3%,2,-8%
